Bioassay records: PubChem, National Center for Advancing Translational Sciences (NCATS)
AmpC detergent: inhibitors of E. coli AmpC beta-lactamase with detergent | AmpC hydrolysis of nitrocefin, absorbance 480 nm, 0.01% Triton | Potency, µM (series often up to 114 µM), inactives show at the highest dose activity change, negative = inhibition, usual class: inhibitors | 370,000 compounds, 0.041% hits | AID 485294;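 also: potency is read from the fitted curve at half-maximal effect; 0% = no-compound wells and -100% = no-enzyme wells; nearly all actives have a fitted effect of over 25% in size; some results filed as inactive show a strong effect at the top dose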
Target sequence (P00811 whole entry, looked up): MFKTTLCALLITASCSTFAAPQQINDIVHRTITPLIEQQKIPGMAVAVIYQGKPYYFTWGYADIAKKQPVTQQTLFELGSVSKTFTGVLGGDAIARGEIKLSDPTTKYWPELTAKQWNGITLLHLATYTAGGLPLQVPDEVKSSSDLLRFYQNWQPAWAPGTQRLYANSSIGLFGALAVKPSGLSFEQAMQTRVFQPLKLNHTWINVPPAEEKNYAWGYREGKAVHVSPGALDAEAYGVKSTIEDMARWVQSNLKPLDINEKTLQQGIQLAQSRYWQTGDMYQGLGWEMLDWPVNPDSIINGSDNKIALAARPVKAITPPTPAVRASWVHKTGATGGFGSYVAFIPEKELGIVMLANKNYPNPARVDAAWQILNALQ
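20 mM phosphate pH 7.0 + 0.01% (detergent screen) or 0.0001% Triton X-100; 5.3 nM AmpC reagent; cpd preinc 15 min RT; nitrocefin (800 uM stock) to start; A480 q20 s × 4 min; Activity was normalised to no-enzyme and no-compound control wells.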
AMA1-RON2 inh: inhibitors of Plasmodium falciparum AMA1-RON2 interaction; AlphaScreen AMA1-biotinylated RON2 peptide binding; Potency, µM (top dose mostly 58.2 µM), for the others: top-dose activity change, negative = inhibition, usual class: inhibitors; 360,000 compounds, 0.2% hits; AID 720542;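 also: potency is read from the fitted curve at half-maximal effect; 0% = vehicle wells and -100% = peptide control; nearly all actives have a fitted effect of over 45% in size; some results filed as inactive show a strong effect at the top dose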
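AMA1 (3D7) with his tag at 25 nM final met compounds first, then biotinylated RON2 peptide at 25 nM; detection used donor plus acceptor beads, 10 µg/mL apiece, read by AlphaScreen after 30 min at room temperature.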
AmpC no deterg: blocks E. coli AmpC beta-lactamase in detergent-free assay; AmpC nitrocefin hydrolysis, absorbance 480 nm, 0.0001% Triton; Potency, µM (doses to about 57.1 µM), inactives show at the top dose activity change, negative = inhibition, most hits filed as inhibitors; 330,000 compounds, 0.52% hits; AID 485341;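 also: potency is read from the fitted curve at half-maximal effect; plate controls were no compound for no effect and no enzyme for full effect; nearly all actives have a fitted effect of over 20% in size; some results filed as inactive show a strong effect at the top dose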
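AmpC (5.3 nM in the dispensed reagent) in 20 mM phosphate pH 7.0 with 0.01% (detergent screen) or 0.0001% Triton X-100 was preincubated with compounds for 15 min at room temperature. Nitrocefin was then added from an 800 uM solution, and hydrolysis was followed at 480 nm.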
Tb PYK inh: inhibitors of Trypanosoma brucei pyruvate kinase. Q57TT1. TbPYK enzyme, Kinase-Glo Plus ATP luminescence, 45 min. Potency, µM (highest dose often 76.8 µM), inactives show top-dose activity, negative = inhibition, hits mostly inhibitors. 410,000 compounds, 0.12% hits. AID 624173; also: potency is read from the fitted curve at half-maximal effect; nearly all actives have a fitted effect of over 50% in size
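Luminescence from Kinase-Glo Plus, added after a 45-minute room-temperature reaction, served as the end-point read-out. The enzyme and substrate were preincubated with compound before ADP (130 uM final) initiated turnover. Concentration-effect curves came from normalized qHTS data.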
HCMV inh: blocks human cytomegalovirus replication; HFF cells, HCMV-luciferase reporter, 72 h; active compounds read low; activity change, negative = inhibition, % at 57.5 µM; 410,000 compounds, 4.5% hits; in the data active = activity change below about -60%; inconclusive = no clear call, values can overlap the other calls; inactive = above about -39%
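Luciferase read-out from HCMV-luciferase-infected HFFs (MOI 1 PFU/cell) 72 h post infection at 37C; compounds added after 16 h cell attachment; activity normalized between buffer-only basal and Salinomycin (10uM) inhibitor controls.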
HCV inh: HCV inhibition; Huh7.5.1 HCVcc-Cre infection, luciferase reporter, 44 h; Potency, µM (series often up to 41.8 µM), without a hit: top-dose activity change, negative = inhibition, hits mostly inhibitors; 340,000 compounds, 3.4% hits; AID 651820; also: potency is read from the fitted curve at half-maximal effect
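Cells (1,000/well) were plated 4 h before compound, then infected with HCVcc-Cre virus (~0.5 moi). After 44 h further culture, infection was read as luciferase luminescence following a 15 min substrate incubation at room temperature.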
LmPK inhibitor: inhibitors of Leishmania mexicana pyruvate kinase; purified LmPK, Kinase-Glo ATP luminescence, 1 h; Potency, µM (doses to about 57.5 µM), for inactives: at the highest dose activity change, negative = inhibition, usual class: inhibitors; 290,000 compounds, 0.37% hits; also: potency is read from the fitted curve at half-maximal effect
Target sequence (Q27686 whole entry, looked up): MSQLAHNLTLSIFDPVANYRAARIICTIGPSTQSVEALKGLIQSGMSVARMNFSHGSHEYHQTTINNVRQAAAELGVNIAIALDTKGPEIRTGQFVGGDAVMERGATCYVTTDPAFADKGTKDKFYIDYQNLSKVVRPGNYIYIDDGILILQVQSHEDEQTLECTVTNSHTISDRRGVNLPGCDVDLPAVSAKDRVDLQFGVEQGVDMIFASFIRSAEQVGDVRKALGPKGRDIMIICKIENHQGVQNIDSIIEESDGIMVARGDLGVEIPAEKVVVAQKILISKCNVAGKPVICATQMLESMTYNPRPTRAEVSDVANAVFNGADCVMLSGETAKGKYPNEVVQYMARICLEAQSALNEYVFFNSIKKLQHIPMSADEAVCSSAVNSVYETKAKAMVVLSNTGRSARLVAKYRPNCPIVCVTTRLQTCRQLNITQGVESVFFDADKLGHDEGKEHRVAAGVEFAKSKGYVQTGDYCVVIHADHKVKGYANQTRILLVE
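Screened at intermediate enzyme activity to detect both inhibitors and activators: LmPK at 0.1 nM, with a 0.5 nM enzyme column as activation reference. PEP 0.5 mM, ADP 0.1 mM; ATP detected by luminescence after 1 h.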
An asterisk follows results filed as active; u = inconclusive; x = no result given; & = joins results of further samples; [ ] = remark or other dose. Unless noted, calls follow the shape of the dose curve; as a rule, active = well fitted curve in the direction sought with a large enough effect; inconclusive = small, poorly fitted or top-dose-only effect, or another doubt; inactive = no such curve, though single readings can be large; an effect the other way counts as inactive or inconclusive. Unless noted, % is scaled to controls: 0 for no effect and ±100 for the full control effect.

entry	Molecule	AmpC detergent	AMA1-RON2 inh	AmpC no deterg	Tb PYK inh
1	Cc1ccc(S(=O)(=O)N2[C@@H](c3cccc(Cl)c3)C(C(=O)O)=CC[C@H]2c2ccc(C(C)C)cc2)cc1	-6%	13%	-15%	2%
2	CC(=Nc1ccccc1N)c1c(O)n(C)c(=O)n(C)c1=O	-8%	-2%	50%	0%
3	Cc1cccc(NC(=O)Cn2nnc3sc4c(c3c2=O)CC(C)(C)OC4)c1	-1%	13%	-6%	-6%
4	C/C(=N\NC(=O)c1ccc2ccccc2c1)c1cccs1	1%	75%[activator]	-38%	-6%
5	CC1=C(C(N)=O)C(c2ccc(Cl)cc2)NC(=O)N1 (stereo unspecified)	-17%	9%	-13%	-22%
6	O=C(Nc1cc2c(cc1Cl)-c1ccc([N+](=O)[O-])cc1C2=NO)C(F)(F)F	x	-8%	x	3%
7	O=C(Oc1ccc(-c2cn3c(n2)SCC3)cc1)c1ccccc1	4%	29%	-29%	-18%
8	COc1ccc(C(=O)CSc2nc3ccccc3n2CC(=O)NC(C)(C)C)cc1	-2%	6%	-11%	-8%
9	NCCCC[C@H]1CNC(=O)C(=O)N1CCC12CC3CC(CC(C3)C1)C2	3%	6%	5%	-7%
10	O=C(CCNS(=O)(=O)c1ccc2nsnc2c1)N1CCN(c2ccncc2)CC1	x	3%	-22%	-6%
11	CCn1cc(CNC(=O)C2CCC(=O)N(Cc3ccc(Cl)cc3)C2)cn1 (stereo unspecified)	4%	-3%	12%	5%
12	COc1ccc(-n2c(SCCN(C)C)nc3ccccc3c2=O)cc1	-8%	-5%	4%	2%
13	Cc1cccc(Cn2c(=O)n3nc(-c4ccccc4)nc3c3ccccc32)c1	10%	x	x	0%
14	Cn1cc(Cl)c(C(=O)NNC(=S)NC2CCCCC2)n1	u	30%	1%	-18%
15	CNC(=S)NNC(=O)c1ccc(=O)n(Cc2ccc(Cl)cc2Cl)c1	2%	105%[activator]	-19%	5%

entry	HCMV inh	HCV inh	LmPK inhibitor
1	-12	u	x
2	47	2%	0%
3	23	u	6%
4	40	-17%	-2%
5	-13	8%	-10%
6	x	u	x
7	-3	-5%	-4%
8	5	-19%	2%
9	-11	21%	13%
10	-22	-14%	x
11	24	12%	1%
12	-15	-13%	3%
13	-38	x	x
14	20	23%	0%
15	u	-7%	3%

Arranged by formula weight (smallest number first): some entries from above
entry	Molecule	AmpC detergent	AMA1-RON2 inh	AmpC no deterg	Tb PYK inh
5	CC1=C(C(N)=O)C(c2ccc(Cl)cc2)NC(=O)N1 (stereo unspecified)	-17%	9%	-13%	-22%
4	C/C(=N\NC(=O)c1ccc2ccccc2c1)c1cccs1	1%	75%[activator]	-38%	-6%
14	Cn1cc(Cl)c(C(=O)NNC(=S)NC2CCCCC2)n1	u	30%	1%	-18%
7	O=C(Oc1ccc(-c2cn3c(n2)SCC3)cc1)c1ccccc1	4%	29%	-29%	-18%
9	NCCCC[C@H]1CNC(=O)C(=O)N1CCC12CC3CC(CC(C3)C1)C2	3%	6%	5%	-7%
12	COc1ccc(-n2c(SCCN(C)C)nc3ccccc3c2=O)cc1	-8%	-5%	4%	2%
13	Cc1cccc(Cn2c(=O)n3nc(-c4ccccc4)nc3c3ccccc32)c1	10%	x	x	0%
15	CNC(=S)NNC(=O)c1ccc(=O)n(Cc2ccc(Cl)cc2Cl)c1	2%	105%[activator]	-19%	5%
6	O=C(Nc1cc2c(cc1Cl)-c1ccc([N+](=O)[O-])cc1C2=NO)C(F)(F)F	x	-8%	x	3%
8	COc1ccc(C(=O)CSc2nc3ccccc3n2CC(=O)NC(C)(C)C)cc1	-2%	6%	-11%	-8%
10	O=C(CCNS(=O)(=O)c1ccc2nsnc2c1)N1CCN(c2ccncc2)CC1	x	3%	-22%	-6%

entry	HCMV inh	HCV inh	LmPK inhibitor
5	-13	8%	-10%
4	40	-17%	-2%
14	20	23%	0%
7	-3	-5%	-4%
9	-11	21%	13%
12	-15	-13%	3%
13	-38	x	x
15	u	-7%	3%
6	x	u	x
8	5	-19%	2%
10	-22	-14%	x

Further records.
entry	Molecule	AmpC detergent	AMA1-RON2 inh	AmpC no deterg	Tb PYK inh
16	O=S1(=O)CC(N2CCCCC2)CN1Cc1cn(Cc2ccc(F)cc2)nn1 (stereo unspecified)	x	-1%	x	-15%
17	CS(=O)(=O)c1ncc(Cl)c(C(=O)Nc2ccc(N3CCOCC3)cc2)n1	-14%	4%	-10%	-4%
18	CC(C)NC(=O)C1c2ccccc2Oc2ccccc21	u	-3%	-3%	-1%
19	Nc1c(C(=O)Nc2ccc(C(F)(F)F)cc2)sc2nc(-c3cccs3)ccc12	7%	x	x	-6%
20	O=C(Nc1ccc(S(=O)(=O)N2CCC(c3nc4ccccc4s3)CC2)cc1)c1ccc(F)cc1	1%	x	x	0%
21	CC[C@]12c3[nH]c4ccc(Cl)cc4c3CCN1C(=O)[C@@H](CC(=O)NC/C=C(\C)CCC=C(C)C)C[C@@H]2C(=O)N1CCN(C(=O)c2ccco2)CC1	x	-23%	184%[activator]	-23%
22	Cc1ccc(NC(=O)CSc2nccc(=O)[nH]2)c(S(=O)(=O)N2CCOCC2)c1	-10%	-2%	-15%	-9%
23	CN(C)C(=S)c1ccccc1	-10%	-16%	-16%	-8%
24	CCN(c1ccccc1)S(=O)(=O)c1ccc(Cl)c(NC(=O)CNCc2ccccc2OC)c1	x	14%	4%	3%
25	O=C(Nc1ccccc1N1CCOCC1)c1cccc([N+](=O)[O-])c1	u	1%	-10%	3%
26	Fc1ccc(NC(=S)Nc2cccnc2)c(Cl)c1	-12%	-1%	-19%	-3%
27	CCOC(=O)C1(Cc2ccc(O)cc2)NC(c2ccccc2F)C2C(=O)N(C)C(=O)C21 (stereo unspecified)	-14%	1%	-12%	7%
28	CCCCN(C)C(=O)c1cc2c(Cl)nc3ccccc3c2s1	3%	-12%	24%	-2%
29	COc1ccc(OCC(=O)Nc2cc(-c3nc4ccccc4o3)ccc2Cl)cc1	-1%	x	x	1%
30	CC(C)CNC(=O)c1ccccc1N(Cc1ccccc1)S(C)(=O)=O	-5%	-3%	56%	-5%

entry	HCMV inh	HCV inh	LmPK inhibitor
16	-13	x	x
17	x	u	3%
18	5	8%	0%
19	0	x	x
20	0	x	x
21	u	11µM*	x
22	3	2%	0%
23	28	1%	2%
24	21	11µM*	x
25	0	11%	3%
26	-8	8%	1%
27	-13	-5%	4%
28	-21	-1%	5%
29	85	x	x
30	3	10%	-1%

Further results:
entry	Molecule	AmpC detergent	AMA1-RON2 inh	AmpC no deterg	Tb PYK inh
31	Cc1ccc(NC(=O)c2cccc(NC(=O)N3CCSc4ncccc43)c2)cc1Cl	20%	x	x	-12%[15.4 µM]
32	O=C(NCC(c1ccco1)N1CCN(c2ccccc2)CC1)C(=O)NC1CCCC1 (stereo unspecified)	-12%	2%	-16%	1%
33	CC(=C\c1ccccc1)/C=C1/SC(=S)N(CCC(=O)Nc2ccccn2)C1=O	0%	x	-23%	x
34	COc1cc(NC(=S)N2CCN(S(=O)(=O)c3ccc(C)cc3)CC2)cc(OC)c1	2%	-1%	-14%	-4%
35	CCc1nn(CCCC(=O)NCc2cc(Br)ccc2OC)c(=O)c2cc3occc3n12	-14%&10%	-3%	21%	3%&2%
36	O=C(NCC(c1ccco1)N1CCCC1)c1ccc(S(=O)(=O)Nc2ccc(F)cc2)cc1 (stereo unspecified)	4%	0%	4%	0%
37	Cc1cc(=O)[nH]c(NN)n1	-7%	78%[activator]	-11%	-2%
38	CCOC(=O)C1=C(O)C(=O)N(Cc2ccccc2)CC1	-4%	15%	-16%	-2%
39	FC(F)(F)c1cc(Oc2ccc(Cl)cc2)ncc1-c1nnc(-c2ccc(Cl)cc2)o1	2%	-11%	-14%	-8%
40	COc1ccc(-c2cc(C(=O)N3CCN(C(=O)c4ccccc4F)CC3)[nH]n2)cc1	2%	-1%	15%	-8%
41	CC(C)(C)C1CCc2c(sc3nnn(CCOc4ccccc4)c(=O)c23)C1 (stereo unspecified)	6%	x	x	-7%
42	CS(=O)(=O)N1CCN(Cc2ccc([N+](=O)[O-])cc2)CC1	8%	-8%	-4%	-18%
43	O=S(=O)(c1ccccc1Br)N(CC(O)COCc1ccccc1)C1CC1 (stereo unspecified)	x	15%	12%	0%
44	O=C(C1CCCO1)N1CCN(S(=O)(=O)c2cccc3nsnc23)CC1 (stereo unspecified)	u	11%	0%	-14%
45	COc1ccc(CNC(=O)CCc2nnc3ccc(N4CCC5(CC4)OCCO5)nn23)cc1	1%	-13%	9%	0%
46	O=[N+]([O-])c1ccc(OCCCOc2cccc3cccnc23)cc1	-18%	-9%	-7%	2%
47	CC(=O)c1ccccc1NC(=O)C1CC(=O)N(c2ccc3c(c2)OCCO3)C1 (stereo unspecified)	-9%	-1%[11.6 µM]	-9%	9%
48	Cc1cc2c(cc1S(=O)(=O)NCc1ccc(F)cc1)OCC(=O)N2	16%	x	x	-11%

entry	HCMV inh	HCV inh	LmPK inhibitor
31	0	x	x
32	-34	-15%	x
33	x	x	0%
34	-37	5%	-3%
35	-37&-31	10µM*	2%
36	-17	u	x
37	-8	3%	1%
38	42	21%	-1%
39	-21	11%	-2%
40	0	-14%	0%
41	11	x	x
42	-36	28%	4%
43	-14	-21%	x
44	-6	6%	1%
45	-31	28%	3%
46	17	-2%	1%
47	-21	-9%	x
48	-7	x	x
